EPAC2 antagonist = blocks human EPAC2 exchange factor. Q8WZA2. 0.18% of 360,000 active. Potency, µM (doses to about 114 µM), for the others: top-dose activity, negative = inhibition, actives largely listed as inhibitors. EPAC2 GEF exchange of Rap1B-BODIPY-GDP, fluorescence; further: on the % scale 0 is the no-effect control and ±100 the full control effect; nearly all actives have a fitted effect of over 45% in size; many of its hits are not listed in these tables
PTHR1 agonist = PTHR1 (human) receptor agonism | HEK293 GP2 PTHR1 cells, GloSensor cAMP luminescence, 1 h | Potency, µM (highest dose often 115 µM), without a hit: at the highest dose activation, most hits filed as activators | 0.075% of 410,000 active; further: nearly all actives have a fitted effect of over 55% in size; some results filed as inactive show a strong effect at the top dose; inactives centre near -15; many of its hits are not listed in these tables
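HEK-293-derived GP2 cells expressing PTHR1 and a GloSensor cAMP reporter, 3,000/well, plated overnight, given luciferin plus IBMX (each 0.5 mM as added) for 1 h at 37 °C, then compound for 1 h at 37 °C. Luminescence was read after 15 min at room temperature.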
FUS yeast rescue = FUS proteinopathy suppression in yeast; S. cerevisiae FUS-expressing, growth rescue, OD600, 24 h; Potency, µM (titrated, usually from 76.6 µM), inactives show at the top dose growth rescue (activation), hits mostly activators; 0.24% of 390,000 active;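 further: plate controls were DMSO vehicle for no effect and reference control for full effect; nearly all actives have a fitted effect of over 55% in size; some results filed as inactive show a strong effect at the top dose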
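Cultures pregrown in 2.5% raffinose medium are shifted to minimal medium containing 2% galactose to express toxic FUS. Compounds are tested at several concentrations. After 24hr at 30C, growth is quantified at 600 nm absorbance.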
EPAC1 antag = blocks human EPAC1 exchange factor. Potency, µM (highest dose often 115 µM), inactives show at the highest dose activity change, negative = inhibition, usual class: inhibitors. EPAC1 GEF assay, Rap1b-BODIPY-GDP exchange fluorescence. AID 720709. O95398. 0.14% of 360,000 active;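 further: plate controls were vehicle for no effect and positive control for full effect; nearly all actives have a fitted effect of over 50% in size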
Target sequence (O95398 whole entry, looked up): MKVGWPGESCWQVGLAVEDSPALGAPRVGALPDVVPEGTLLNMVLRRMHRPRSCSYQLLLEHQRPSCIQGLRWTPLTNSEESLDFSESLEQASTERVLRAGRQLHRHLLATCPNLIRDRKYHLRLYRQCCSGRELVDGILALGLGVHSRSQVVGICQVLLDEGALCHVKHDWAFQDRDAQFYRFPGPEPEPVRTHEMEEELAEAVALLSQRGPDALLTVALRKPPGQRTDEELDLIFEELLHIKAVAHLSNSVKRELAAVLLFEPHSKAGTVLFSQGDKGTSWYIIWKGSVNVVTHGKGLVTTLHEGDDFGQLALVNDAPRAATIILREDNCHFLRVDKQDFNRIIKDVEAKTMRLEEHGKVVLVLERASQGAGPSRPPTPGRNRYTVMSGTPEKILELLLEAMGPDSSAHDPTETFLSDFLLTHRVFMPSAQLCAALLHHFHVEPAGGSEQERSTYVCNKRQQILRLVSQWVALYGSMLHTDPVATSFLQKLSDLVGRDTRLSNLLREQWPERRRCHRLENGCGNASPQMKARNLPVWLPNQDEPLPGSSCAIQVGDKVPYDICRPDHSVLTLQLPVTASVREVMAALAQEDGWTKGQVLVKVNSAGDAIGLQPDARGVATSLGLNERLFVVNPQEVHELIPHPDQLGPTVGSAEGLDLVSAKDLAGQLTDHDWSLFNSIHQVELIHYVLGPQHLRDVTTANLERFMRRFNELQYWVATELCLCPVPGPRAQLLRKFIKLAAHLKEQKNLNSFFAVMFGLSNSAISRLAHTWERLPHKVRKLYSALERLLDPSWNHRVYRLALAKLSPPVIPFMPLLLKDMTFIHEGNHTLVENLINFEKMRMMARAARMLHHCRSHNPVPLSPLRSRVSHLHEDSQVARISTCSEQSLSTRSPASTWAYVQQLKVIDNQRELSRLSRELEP
aSyn yeast inh = rescues yeast growth from alpha-synuclein toxicity. Yeast expressing alpha-synuclein, growth rescue, BacTiter-Glo, 24 h. Potency, µM (highest dose often 46.1 µM), without a hit: at the highest dose growth rescue (activation), hits mostly activators. 0.14% of 370,000 active; further: % of control where 0% means no effect; nearly all actives have a fitted effect of over 65% in size
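Rescue of yeast growth: cells expressing toxic alpha-synuclein, induced in galactose at OD600 0.02, incubated with compound 24 h at 30 C. ATP luminescence quantified growth; inhibitors of toxicity appear as activators.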
EPAC2 agonist = agonists of human EPAC2 (RAPGEF4); Q8WZA2; EPAC2 activation, biochemical qHTS; response scale: 100% = 6.5 mM cAMP response; Potency, µM (series often up to 154 µM), inactives show at the top dose activation, most hits filed as activators; 0.079% of 360,000 active; further: nearly all actives have a fitted effect of over 50% in size
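Each well held 100 nM EPAC2, 250 nM RAP1B-BODIPY-GDP and 50 uM GDP. Fluorescence, read at 5-min intervals to 30 min, was referenced to a 6.5 mM cAMP positive control.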
TDP43 rescue = rescues yeast growth from TDP-43 toxicity | TDP-43 expressing yeast growth rescue, BacTiter-Glo, 24 h | Potency, µM (highest dose often 46.1 µM), inactives show top-dose growth rescue (activation), actives largely listed as activators | 1.8% of 410,000 active | AID 652104; further: % of control where 0% means no effect; nearly all actives have a fitted effect of over 50% in size
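Yeast expressing TDP-43 (pregrown in raffinose, seeded at OD600=0.02 in galactose medium) exposed to compounds 24 hr at 30 deg C. Growth read by BacTiter-Glo luminescence; rescue of toxicity appears as increased signal.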
EPAC1 agonist = activates human EPAC1 exchange factor; EPAC1 agonist qHTS, biochemical assay; response scale: 100% = response to 6.5 mM cAMP; Potency, µM (doses to about 154 µM), without a hit: top-dose activation, usual class: activators; 0.073% of 360,000 active; further: nearly all actives have a fitted effect of over 60% in size
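Nucleotide exchange assay: 100 nM EPAC1 with 250 nM Rap1B loaded with BODIPY-GDP and 50 uM GDP, room temperature. Fluorescence (480/540 nm) read every 5 min for 30 min; signal change normalized to 6.5 mM cAMP as full agonist.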
* = called active by the depositor; i = inactive; ? = inconclusive; . = not tested or not shown; & = joins results of further samples; [ ] = dose if it differs, or a comment. The call rests on the fitted dose curve; in most records, active means well fitted curve in the direction sought with a large enough effect; inconclusive means small, poorly fitted or top-dose-only effect, or another doubt; inactive means no such curve, though single readings can be large; an effect the other way counts as inactive or inconclusive. Potency means the concentration at half of the fitted maximal effect.

SMILES	EPAC2 antagonist	PTHR1 agonist	FUS yeast rescue	EPAC1 antag	aSyn yeast inh	EPAC2 agonist	TDP43 rescue	EPAC1 agonist
CS(=O)(=O)c1ccc(Cl)c(NC(=O)c2ccc(-n3cncn3)c([N+](=O)[O-])c2)c1	8.0%	i	-0.2%	-16.7%	-0.6%	11.7%	0.8%	3.0%
Cc1ccc(NC(=O)CCC(=O)N/N=C/c2ccccc2O)cc1	-4.9%	-0.9%	-4.2%	-5.3%	0.2%	-7.4%	4.8%	-15.4%
COc1ccc(C(=O)NCc2ccc3c(c2)CCO3)cc1	2.5%	-9.5%	11.6%	-2.8%	2.2%	7.6%	-4.9%	-7.3%
Cc1nn(C)c(Cl)c1C(=O)NCC(=O)O	5.1%	i	-3.7%	26.1%	-1.1%	5.7%	-1.3%	-7.2%
Cc1ccc(N)cc1CN1CCCC1=O	3.7%	?	-15.9%	8.6%	-6.2%	-3.0%	1.4%	-1.6%
O=C(NC(N1CCOCC1)C(Cl)(Cl)Cl)c1ccc(Br)cc1 (configuration not stated)	-1.1%	i	-23.7%	14.7%	-2.2%	14.8%	0.0%	-5.9%
COCCn1c(-c2ccc(Cl)cc2)cnc1SCC(=O)NCc1cccs1	10.2%	i	25.3%	11.5%	1.7%	5.6%	-3.4%	1.7%
COC(=O)C=CSC(=S)C1CCCC1=N (configuration not stated)	1.7%	i	7.2%	-2.9%	-2.7%	2.4%	?	-1.9%
O=C(c1c(Cl)cccc1Cl)N1CCN(c2ncccn2)CC1	-0.5%	-13.8%	-7.9%	-1.8%	6.2%	6.7%	?	0.8%
Cc1[nH]c(=O)c(C#N)cc1-c1csc(-c2ccccc2)n1	-3.6%	i	-34.1%	6.3%	-6.3%	3.9%	-8.6%	-1.0%
Nc1nnc(SCC(=O)NNC(=O)c2ccc(F)cc2)s1	4.3%	-25.2%	-14.2%	-27.2%	-8.8%	7.8%	8.3%	6.1%
CC(C)Oc1ccc(C(=O)Nc2nnc(SCC(=O)N3CCOCC3)s2)cc1	8.4%	-34.6%[inhibitor]	-0.3%	13.9%	0.1%	-4.9%	0.9%	-8.4%
CCCN(CCC)CCCNC(=O)C1CCC(CNS(=O)(=O)c2cccc3nsnc23)CC1 (configuration not stated)	9.8%	i	43.8%&7.1%	-7.5%	-2.3%	18.3%	-24.5%&17.6%	7.1%
CCn1c(=O)cc(SCC(=O)N2CCCCC2)c2ccccc21	4.8%	i	36.0%	-10.1%	-1.6%	15.2%	-17.9%	0.8%
COc1ccc(C(=O)Nc2ccccc2C(=O)Nc2cccc(C)n2)cc1	6.5%	-17.9%	-8.5%	11.9%	-10.1%	-7.6%	-14.6%	-5.0%
CCC(NC(=O)c1cc(COc2cncc(Cl)c2)on1)c1ccncc1 (configuration not stated)	5.8%	-6.8%	7.9%	2.1%	-9.3%	13.3%	-11.8%	-4.2%
CC(=O)Nc1cccc(C(=O)Nc2cc(C(F)(F)F)ccc2-n2cncn2)c1	-10.1%	i	-10.4%	0.5%	-5.5%	0.7%	10.1%	0.4%
COc1ccc(N(CC(=O)NCc2ccc3c(c2)OCO3)C(=O)c2csnn2)cc1	-2.4%	-23.8%	13.7%	?	1.7%	6.4%	-2.8%	5.6%
O=C(NC1CC1)c1cccc(NC(=O)C2CCN(S(=O)(=O)c3cccc(C(F)(F)F)c3)CC2)c1	76.4%[activator]	-78.7%[inhibitor]	?	9.8%	3.0%	-7.5%	19.8%	3.8%
Nc1nonc1C(=O)NCCNCc1ccccc1F	.	i	-18.8%	.	7.4%	.	21.8%	.
O=C(Nc1ccccc1F)c1ccc(Cn2cc(Cl)cn2)cc1	8.2%	-4.8%	6.9%	-4.3%	-1.2%	3.1%	-8.1%	-4.7%
CC1(C)CC(C(CC(=O)N2CCCC2)Cc2ccccc2)CCO1 (configuration not stated)	-0.1%	i	-14.8%	7.0%	-0.5%	12.5%	-10.0%	-1.5%
CCN(CC(=O)Nc1ccc2c(c1)OCCO2)C(=O)c1ccccc1Br	-3.6%	-5.0%	-11.6%	-12.1%	0.9%	-7.0%	14.5%	-5.4%
CN(C(=O)CSc1nc2cc([N+](=O)[O-])ccc2n1-c1ccc(F)cc1)C1CCS(=O)(=O)C1 (configuration not stated)	-11.6%	-2.2%	12.6%	?	3.6%	12.8%	8.0%	1.4%
CCOc1nc(CC(C)C)c2c(c1C#N)CC(C)(C)OC2	-27.6%	-18.9%	0.2%	-2.2%	-0.5%	3.0%	18.2%	-1.2%
NC(=S)n1[nH]c(-c2ccccc2)c(N=Nc2ccccc2C(=O)N2CCOCC2)c1=O	-0.5%	-10.5%	13.9%	3.3%	-1.0%	5.0%	-12.4%	5.6%
COc1ccc(S(=O)(=O)NCC2CCCO2)cc1NC(=O)c1ccccc1F (configuration not stated)	-7.5%	25.2%	-3.2%	-12.1%	-0.4%	4.9%	-23.7%	-8.0%
Cc1ccc(NC(=O)C(c2ccccc2)N2CCN(CC(=O)NC3CC3)CC2)cc1 (configuration not stated)	5.9%	-4.7%	.	3.8%	-4.4%	8.3%	19.9%	7.8%
O=C(O)c1ccc(-c2nnc(-c3ccccc3)o2)cc1	9.7%	-23.8%	-19.1%	1.8%	-11.7%	11.2%	-13.6%	-2.8%
Cc1ccc2nc(SC(C)C(=O)N3CCCCC3)[nH]c2c1 (configuration not stated)	-1.3%	-48.2%[inhibitor]	-13.5%	-6.3%	8.0%	3.6%	0.0%	0.6%
CCN(C(=O)CSc1nnc2ccccn12)C1CCS(=O)(=O)C1 (configuration not stated)	4.3%	i	-18.6%	7.8%	-8.4%	5.6%	-2.1%	-3.1%
c1csc(-c2nc3nc4ccccc4nc3n2Cc2ccc3c(c2)OCO3)c1	-2.4%	-16.7%[57.5 µM]	25.2%	-4.2%	-6.2%	2.9%	-4.6%	2.6%
Cc1cc(Cl)ccc1NC(=O)C1COc2ccccc2O1 (configuration not stated)	-19.6%	i	-7.5%	-10.2%	3.6%	12.1%	20.0%	0.3%
CCN(CC)C(=O)[C@H]1C[C@H](CC(=O)NCCc2ccccn2)C(=O)N2CCc3c([nH]c4cc(CCC(=O)N(C)C)ccc34)[C@]12C	3.3%	i	-21.9%	3.1%	2.3%	8.6%	16.7%	7.6%
CCOCC(O)CS(=O)Cc1ccccc1 (configuration not stated)	-0.6%	i	15.7%	-5.7%	0.0%	8.2%	-2.5%	10.8%
COc1cccc(C2CC(c3ccccc3)Nc3nc(N)nn32)c1 (configuration not stated)	-16.0%	-19.1%	-19.5%	-12.8%	0.5%	9.4%	-5.1%	5.6%

Reformatted: results already given
> CC1(C)CC(C(CC(=O)N2CCCC2)Cc2ccccc2)CCO1 (configuration not stated)
  EPAC2 antagonist: -0.1%
  PTHR1 agonist: i
  FUS yeast rescue: -14.8%
  EPAC1 antag: 7.0%
  aSyn yeast inh: -0.5%
  EPAC2 agonist: 12.5%
  TDP43 rescue: -10.0%
  EPAC1 agonist: -1.5%
> CCN(CC(=O)Nc1ccc2c(c1)OCCO2)C(=O)c1ccccc1Br
  EPAC2 antagonist: -3.6%
  PTHR1 agonist: -5.0%
  FUS yeast rescue: -11.6%
  EPAC1 antag: -12.1%
  aSyn yeast inh: 0.9%
  EPAC2 agonist: -7.0%
  TDP43 rescue: 14.5%
  EPAC1 agonist: -5.4%
> CN(C(=O)CSc1nc2cc([N+](=O)[O-])ccc2n1-c1ccc(F)cc1)C1CCS(=O)(=O)C1 (configuration not stated)
  EPAC2 antagonist: -11.6%
  PTHR1 agonist: -2.2%
  FUS yeast rescue: 12.6%
  EPAC1 antag: ?
  aSyn yeast inh: 3.6%
  EPAC2 agonist: 12.8%
  TDP43 rescue: 8.0%
  EPAC1 agonist: 1.4%

Further entries
SMILES	EPAC2 antagonist	PTHR1 agonist	FUS yeast rescue	EPAC1 antag	aSyn yeast inh	EPAC2 agonist	TDP43 rescue	EPAC1 agonist
CCOC(=O)C1CCCN(C(=O)c2cc(C#N)cs2)CC1 (configuration not stated)	4.7%	-18.2%	-5.1%	-13.0%	-11.3%	-6.4%	24.6%	-5.1%
COc1cc(CNC(=O)OCC(C)C)cc(OC)c1OC	16.7%	i	9.2%	23.0%	1.5%	4.5%	-4.7%	3.8%
COc1cccc(C(=O)CC(=O)C(=O)Nc2ccc([N+](=O)[O-])cc2C)c1	0.6%	-33.8%[inhibitor]	0.4%	-28.4%	0.1%	8.5%	-10.4%	10.1%
O=S(=O)(c1ccc(SCc2c(F)cccc2Cl)nc1)N1CCCC1	-0.7%	-9.0%	?	5.6%	-16.3%	5.8%	11.1%	-2.4%
CCOC(=O)c1ccc(Nc2nc(C)cc(=O)[nH]2)cc1	-4.0%	-16.9%[57.5 µM]	-1.3%	4.3%	-8.6%	6.9%	-2.4%	6.4%
CCn1c(=O)cc(SCC(=O)NCCCN2CCC(C)CC2)c2ccccc21	8.1%	-1.0%	7.9%	3.8%	0.8%	1.5%	-10.7%[9.22 µM]	5.5%
N#Cc1ccc(Cl)cc1NC(=O)COC(=O)c1cccc(S(=O)(=O)N2CCOCC2)c1	1.9%	-18.1%	-9.3%	12.1%	0.0%	12.4%	6.1%	10.7%
O=C(CS(=O)CC(=O)N(CC(=O)NC1CCCC1)C1CCCCC1)Nc1ccc(F)cc1 (configuration not stated)	6.6%	-1.6%	23.3%	8.8%	1.7%	1.7%	-8.2%	4.7%
Cn1c(=O)c2nc(NCc3ccccc3)cnc2n(C)c1=O	-1.3%	-8.4%	.	-10.5%	-1.8%	-4.3%	20.9%	-4.3%
Cc1cccc(NCc2nnc(-c3ccccc3)o2)c1C	-6.4%	-35.2%[inhibitor]	-2.4%	-17.7%	24.8%	4.8%	7.3%[9.22 µM]	-12.4%
O=C(CNC(=O)/C(=C\c1ccccc1)NC(=O)c1ccc(Br)cc1)OCc1ccccc1	7.5%	-9.4%[57.5 µM]	24.5%	-6.7%	-0.5%	4.9%	5.5%	14.4%
CSCC(=O)N1CCC(CCC(=O)NC2CC2)CC1	29.0%	-0.6%	-17.5%	7.4%	-17.8%	7.4%	-11.2%	-13.4%
COc1cccc(CNC(=O)c2ccc(C)c(S(=O)(=O)N3CCCCC3)c2)c1	0.6%	-50.9%[inhibitor]	21.6%	-13.1%	4.2%	5.4%	?	?
Cc1cc(Cl)ccc1C(=O)C1CCCN(C(=O)c2cccc(N3CCCC3=O)c2)C1 (configuration not stated)	-18.2%	-8.6%	8.6%	0.6%	5.3%	-7.1%	?	-0.6%
COc1ccc(N2C(=O)c3ccc(C(=O)Nc4ccccc4O)cc3C2=O)cc1	20.6%	19.5%	-18.8%	-4.2%	-9.7%	11.6%	-4.8%	6.5%

Not all compounds are listed; the hit share may differ from the screen's.
